Screening data from PubChem.
LDHA block: qHTS assay for inhibitors of human lactate dehydrogenase; L-lactate dehydrogenase A chain (Homo sapiens), P00338; purified LDHA, NADH/diaphorase-resazurin fluorescence; active compounds read low; activity change, % (values are at about 110 or 230 µM); hit rate 0.15% among 480,000; in the data active = activity change below about -30%; inconclusive = mostly about -25% to -30%;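 also: plate controls were DMSO wells for no effect and wells without enzyme for full effect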
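Human LDH5 at 2 nM final in Tris HCl pH 7.4 with 0.06 mM NADH and 0.2 mM pyruvate, reacted 5 minutes at room temperature. Remaining NADH coupled via diaphorase/resazurin; resorufin fluorescence read at 0 and 20 minutes, normalized to enzyme-free and DMSO wells.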
An asterisk follows results filed as active; ? = inconclusive.

Start of the data: the first 3 entries (preview)
SMILES	LDHA block
Cc1cc(S(=O)(=O)[C@H]2CS(=O)(=O)C[C@@H]2N2CCN(c3ccc(F)cc3)CC2)ccc1F	-17
O=C(OCc1ccccc1[N+](=O)[O-])c1nn(-c2ccc(F)cc2)c2c1CCC2	1
Cn1c(SCc2ccc(Br)cc2F)nnc1-c1cnccn1	-7

The whole of this part, from the first entry:
SMILES	LDHA block
Cc1cc(S(=O)(=O)[C@H]2CS(=O)(=O)C[C@@H]2N2CCN(c3ccc(F)cc3)CC2)ccc1F	-17
O=C(OCc1ccccc1[N+](=O)[O-])c1nn(-c2ccc(F)cc2)c2c1CCC2	1
Cn1c(SCc2ccc(Br)cc2F)nnc1-c1cnccn1	-7
Cc1cccc(-c2noc(-c3cn(CC(=O)NCc4cccs4)c4nc(C)ccc4c3=O)n2)c1	7
O=C(NCCc1ccc(Cl)cc1)C12CC3CC(CC(C3)C1)C2	-1
O=C(Nc1cc(Cl)ccc1-n1cncn1)C1CC(=O)N(c2ccc3c(c2)OCCO3)C1 (configuration not stated)	1
O=c1c2sccc2ncn1Cc1coc(-c2cccc(Cl)c2)n1	-5
CCC(CC)C(=O)Nc1sc(Nc2ccc(C)cc2)nc1C(N)=O	1
Cn1c(SCC(=O)c2cc3cc(Cl)ccc3o2)nnc1-c1cccnc1	0
CSc1ccccc1C(=O)Nc1ccc(C)c(F)c1	-9
Cc1ccc2c(C(=O)O)cc(-c3cccnc3)nc2c1C	2
O=C(CSc1nc2ccc(NC(=O)c3ccc(F)cc3)cc2s1)NCc1ccccc1	1
O=C(COc1ccc2ccc(=O)oc2c1)NCCc1ccccc1	19
Cc1ccccc1Nc1nc(CSc2nnc3n2CCCCC3)cs1	-10
CCN(C(=O)c1ccc2[nH]c(C)c(C)c2c1)C1CCS(=O)(=O)C1 (configuration not stated)	10
c1nc(Sc2ccc3c(c2)OCCCO3)c2c3c(sc2n1)CCCC3	1
O=C(Nc1c2c(nc3ccccc13)CCCC2)c1cccc(Cl)c1	-1
CCN1CCN(c2nc3c(c(=O)[nH]c(=O)n3C)n2CC(O)COc2ccccc2)CC1 (configuration not stated)	3
O=C(NC(NC(=O)c1ccccc1)c1ccccc1F)c1ccccc1	12
CCOC(=O)c1ccc(-c2ccccc2)cc1	-19
CCOC(=O)Cc1cc(=O)n2[nH]c(NCc3ccccc3Cl)nc2n1	-5
CCC(C)NC(=O)N(C)C1CCN(c2ccc(Cl)cc2)CC1 (configuration not stated)	-3
O=C(Cn1nc(-c2ccccc2F)ccc1=O)N1CCC(Cc2ccccc2)CC1	3
C=CCNc1nc(-c2cc(C)n(-c3cc(C)on3)c2C)cs1	-1
NC(=O)COc1c(Cl)cc(Cl)cc1Cl	12
COc1ccc(-c2nc3ccccc3c(=O)n2CCOc2cccc(OC)c2)cc1	-1
CCC(NC(=O)/C=C/C(=O)O)c1ccccc1 (configuration not stated)	1
Cn1cc(S(=O)(=O)N2CCCC(C(=O)Nc3nn(Cc4ccccc4Cl)cc3Cl)C2)cn1 (configuration not stated)	-2
CN(C)C(=O)C(NCCc1c[nH]c2ccccc12)c1ccccc1 (configuration not stated)	-4
COc1ccc(-c2nc3c(s2)CN(C(C(=O)O)c2c[nH]c4ccc(CO)cc24)CC3)cc1 (configuration not stated)	3
COc1cccc(Nc2nc3c(S(=O)(=O)c4ccccc4)nnn3c3ccsc23)c1	-9
COc1ccc(C(C)=O)cc1COC(=O)C1(c2ccc(Cl)cc2)CC1	2
Cn1c(=O)c2c(nc(NCC3CCCO3)n2Cc2cccc3ccccc23)n(C)c1=O (configuration not stated)	5
CC[n+]1c(C)ccc2ccccc21	8
CC(OC(=O)c1cnc(Cl)c(Cl)c1)C(=O)NC(C)(C#N)C(C)C (configuration not stated)	3
C=CCNC(=S)Nc1ccc(C)cc1Br	-6
CC(C)NS(=O)(=O)c1ccc(C(=O)NCc2ccc(-c3nc4ccccc4s3)o2)cc1	15
Cc1cc2nc(-c3cccc(NC(=O)COc4ccccc4)c3)oc2cc1C	0
NC1=NC(c2c[nH]c3ccc(F)cc23)n2c(nc3ccccc32)N1 (configuration not stated)	-10
O=C1NC2(CCCCC2)N(C(=O)c2ccccc2Cl)C2=C1CCCC2	-2
Cc1cc(=O)c(C(=O)N2CCN(Cc3ccccc3)CC2)nn1-c1ccccc1F	-3
C[N+](C)(C)CCCC#CC#CCCC[N+](C)(C)C	-13
O=C(Cc1ccccc1Cl)NC1CCC(c2ccccc2)CC1 (configuration not stated)	7
CC1Sc2c(C(C)(C)C)cc(C(C)(C)C)c(O)c2OC1=O (configuration not stated)	-12
O=C(CCSc1nnc(NC2CC2)s1)Nc1ccc(Cl)cc1F	0
CC1CCc2sc(C(=O)OCC(=O)NCCC3=CCCCC3)cc2C1 (configuration not stated)	12
COc1ccc(C(=O)/C=C/c2ccc(C)cc2)cc1OC	-6
C/C(=N\Nc1ccccc1)c1cccc([N+](=O)[O-])c1	14

4 entries from above, with each value named.
CC(C)NS(=O)(=O)c1ccc(C(=O)NCc2ccc(-c3nc4ccccc4s3)o2)cc1
  LDHA block: 15

Cc1cc2nc(-c3cccc(NC(=O)COc4ccccc4)c3)oc2cc1C
  LDHA block: 0

NC1=NC(c2c[nH]c3ccc(F)cc23)n2c(nc3ccccc32)N1 (configuration not stated)
  LDHA block: -10

O=C1NC2(CCCCC2)N(C(=O)c2ccccc2Cl)C2=C1CCCC2
  LDHA block: -2

Following part:
SMILES	LDHA block
CCOc1ccc(C2NC(=O)NC(C)=C2C(=O)Nc2cccc(C(F)(F)F)c2)cc1OC (configuration not stated)	-2
CC(NC(=O)CSc1nnc2n1CCCCC2)c1ccc2c(c1)CCCC2 (configuration not stated)	3
CC(NC(=O)c1cc2ccccc2oc1=O)c1ccc(C(F)(F)F)cc1 (configuration not stated)	12
COc1cc(/C=C(/C#N)C(=O)Nc2cccc(C(F)(F)F)c2)cc(OC)c1OC	3
CCOC(=O)C1CCN(C(=O)COC(=O)c2cn(-c3ccccc3)nc2-c2ccccc2)CC1	-2
COCCN(Cc1cc2cc(C)ccc2[nH]c1=O)C(=O)c1ccc(OC)c(OC)c1	0
CC(C)[C@H](NC(=O)CCn1ccc2ccc(F)cc21)C(=O)O	3
C/C(=N\NC(=O)c1cccc2ccccc12)c1ccc(C)s1	7
C=CCn1c(C)cc(C(=O)COC(=O)Cn2cnc3c2c(=O)n(C)c(=O)n3C)c1C	-8
COc1ccc(-n2nc(C)c3c2NC(=O)CC3c2ccc(OC)c(OC)c2)nn1 (configuration not stated)	10
CC(NC(=O)c1ccc(NC(=O)C2CC2)s1)c1ccc(Cl)cc1 (configuration not stated)	-6
CCOC(=O)c1sc(-c2ccc(Cl)cc2)cc1NC(=O)CN1CCCC1	-6
O=C(Cn1nc(-c2cccc([N+](=O)[O-])c2)c2ccccc2c1=O)Nc1cccc(Cl)c1	6
CCOC(=O)C1=C(C)O[C@]23OC(N)=C(C#N)[C@]12C(=O)c1ccccc13	-7
Cc1cccc(/C=C/C(=O)NCCc2ccccn2)c1	1
C=C(C)Cn1c(-n2nc(C)c(C)c2C)nc2c1c(=O)n(C)c(=O)n2C	-8
COc1ccc(C(=O)OCc2ncc(-c3ccccc3)o2)c(O)c1	6
CCc1ccccc1NC(=O)NCc1nc(-c2ccccc2)oc1C	-8
C=CCNc1nc(C(=O)OC(C)C(=O)Nc2ccc(F)c(F)c2F)cs1 (configuration not stated)	-3
O/N=C/c1ccccc1OC(F)F	-4
CN(CC(=O)NCCc1cccc2ccccc12)c1ncnc2nc[nH]c12	-2
O=C(NCCC(=O)N1CCN(c2ncccn2)CC1)c1ccc(Br)cc1	-32*
O=C(NCC(O)c1cccc(Cl)c1)Nc1nnc(C2CC2)s1 (configuration not stated)	-5
CS(=O)(=O)c1ccc(NCc2ccccc2F)c(S(C)(=O)=O)c1	1
Cc1oc2cc(OC(C)C(=O)Nc3ccc4c(c3)OCO4)ccc2c(=O)c1-c1ccccc1 (configuration not stated)	15
Cc1ccc(Nc2cc(Cl)c3nonc3c2[N+](=O)[O-])cc1	2
C=CCNc1oc(/C=C/c2ccc(OC)c(OC)c2)nc1C#N	7
CCCCCCCc1ccc(-c2nnc(-c3ccc(Br)cc3)o2)cc1	3
Cc1cccc(-c2nn3c(=O)cc(N4CCN(C(=O)COc5ccccc5Cl)CC4)nc3s2)c1	-14
O=C(CCc1c[nH]c2ccccc12)OCC(=O)c1ccc(Cl)c([N+](=O)[O-])c1	-8
N#CC[n+]1cccc(-c2ccccc2)c1	3
CCCSc1nc(=O)c2c(n1C)NC(=O)CC2c1ccc(C)cc1C (configuration not stated)	0
CC(C)=CCn1c(N2CCCCC2)nc2c1c(=O)[nH]c(=O)n2C	-7
CN(C)c1cccc(C(=O)Nc2ccc(C#N)cc2)c1	-4
CC(C)C(C)NC(=O)CSc1ncnc2ccccc12 (configuration not stated)	13
CCCCn1nc(C(=O)NC(CC)CC)c2ccccc2c1=O	-2
CC(NCc1cccs1)C12CC3CC(CC(C3)C1)C2 (configuration not stated)	1
CCCN(CCC)S(=O)(=O)N1CC=C(c2c(OC)cc(OC)cc2OC)CC1	-24
CN(C)C(=O)CNS(=O)(=O)c1cc(F)ccc1F	-1
CCCCNc1oc(/C=C/c2cccc(OC)c2)nc1C#N	-1
S=C(NC1CCSc2ccccc21)NC1CC2CCC1C2 (configuration not stated)	5
N#Cc1ccccc1COc1ccc(C=O)cc1	4
COc1cccc(NC(=O)CN(C)CC(=O)Nc2ccccc2C)c1	-6
Cc1cccc(Oc2coc3cc(OCC(=O)OC4CCCCC4)ccc3c2=O)c1	1
Cc1cnc(C(=O)NC(c2ccccc2)c2ccccn2)cn1 (configuration not stated)	5
CC(C)NC(=O)NC1=C(C#N)C(C)(C)Cc2ccccc21	-15
CCc1ccc(-c2cc(C(F)(F)F)on2)cc1S(=O)(=O)Nc1cc(OC)ccc1OC	14
Cc1[nH]c2ccccc2c1C(=O)C(=O)NCC(=O)N(C)C	-3

Compounds listed so far that have a furan ring, fused or not:
SMILES	LDHA block
Cn1c(SCC(=O)c2cc3cc(Cl)ccc3o2)nnc1-c1cccnc1	0
CC(C)NS(=O)(=O)c1ccc(C(=O)NCc2ccc(-c3nc4ccccc4s3)o2)cc1	15

Carrying on.
SMILES	LDHA block
O=C(COC(=O)C1(c2ccc(Cl)cc2)CCCC1)c1ccc(Br)cc1	13
O=C(c1cc(=O)[nH]c2ccccc12)N1CCC(Cc2ccccc2)CC1	4
Cc1ccc(-c2nc3ccccc3s2)cc1	5
CCCC(=O)Nc1ccc2nc(N3CCN(C(=O)OCC)CC3)cc(C(=O)O)c2c1	25
O=C(Cn1cnc2ccc(Cl)cc2c1=O)N(C1CC1)C1CCS(=O)(=O)C1 (configuration not stated)	-12
Cc1ccc(CN2CC(C(=O)N(C)CC(=O)Nc3c(Cl)cccc3Cl)CC2=O)cc1 (configuration not stated)	1
COc1ccc(C(C)=O)cc1COC(=O)Cc1ccc(Br)cc1	8
CCn1nc(C(=O)OCC(=O)Nc2ccc(S(=O)(=O)N(C)C)cc2)c2ccccc2c1=O	-2
CCN(C(=O)CSc1nnc(N2CCOCC2)n1-c1ccccc1)C1=CCCC1	-11
O=C(c1cc2ccccc2oc1=O)N(Cc1ccco1)Cc1ccco1	-3
Cc1cc(Br)ccc1NC(=O)c1ccc2c(Cl)c3c(nc2c1)CCC3	-1
COc1ccccc1C1(CC#N)CCOC(C)(C)C1 (configuration not stated)	-5
O=C(NC1CC1)c1ccc2c(c1)CCCC2	4
CC(C)c1ccc(/C=C(/C#N)c2nc3ccccc3[nH]2)cc1	3
Cc1ccc(C(=O)Nc2cc(-c3nc4ccccc4s3)ccc2C)c(C)c1	-4
CCN1CCN(c2c([N+](=O)[O-])cnc3ccc(Br)cc23)CC1	3
COc1ccc(/C=C2/N=C(c3ccc(Cl)cc3Cl)NC2=O)cc1	6
COc1ccc2c(CSc3nnnn3-c3ccccc3)cc(=O)oc2c1	7
CCN1CCN(CCOc2ccc3c(=O)c(-c4ccc(Cl)cc4)coc3c2)CC1	1
Cc1c(C)c(C)c(S(=O)(=O)Nc2cc(Cl)ccc2C(=O)N(C)C)c(C)c1C	0
Cc1ccc(C(=O)N/N=C2/CC3CCC2(C)C3(C)C)cc1 (configuration not stated)	-1
CCCN(CC)c1ccc(/C=N/NC(=S)Nc2ccc(C)cc2)cc1	4
CCOc1ccccc1C(=O)Nc1nnc(C2CC2)s1	-11
CC(=O)c1ccc(OCc2ccc(F)cc2)cc1	12
C/C(=C\C=C\c1ccco1)C(=O)c1ccc(Br)cc1	?
CNC(=S)NNC(=O)C(Sc1ccccc1)c1ccccc1 (configuration not stated)	-32*
Cc1ccc(-c2cc(C(=O)N3CCNC(=O)C3)c3ccccc3n2)cc1	-8
CCOC(=O)C(NC(=O)/C=C/c1c(Cl)cccc1Cl)C(=O)OCC	4
O=C(NC1(c2ccc(Cl)cc2)CCC1)c1cc(Cl)c[nH]1	-7

Taken from above.
Result for `CNC(=S)NNC(=O)C(Sc1ccccc1)c1ccccc1` (configuration not stated) under LDHA block: -32*
Result for `O=C(NC1(c2ccc(Cl)cc2)CCC1)c1cc(Cl)c[nH]1` under LDHA block: -7
Result for `Cc1ccc(-c2cc(C(=O)N3CCNC(=O)C3)c3ccccc3n2)cc1` under LDHA block: -8

An excerpt, so the mix of outcomes need not match the whole.
